Rev-erbA mod: Rev-erb alpha (human) modulation; P20393; Rev-erbα–FITC-DNA binding, fluorescence polarization, 90 min; activity, % at 10 µM; actives 0.79% (n = 370,000);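 active means activity above about 14%, limit read from the data; passing the limit was not always enough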;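 further: 0% = DMSO wells with 35 nM protein and 100% = DMSO wells with 750 nM protein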
rCAG binder: molecules binding r(CAG) RNA repeats | inhibition, % at 3 µM | r(CAG) RNA repeat, TO-PRO-1 dye displacement fluorescence | actives 1.3% (n = 370,000);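 active means inhibition above the plate cutoff, the mean of all test compounds on that plate plus 3 SD, cut at about 35% in these data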;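 further: 0% = DMSO alone and 100% = 100 µM mitoxantrone as full dye displacement; higher means more dye released from RNA so lower well fluorescence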
PRMT1 inh: PRMT1 (human) inhibition, primary screen. Q99873. recombinant PRMT1, activity-based probe fluorescence polarization. inhibition, % at 2.79 µM. actives 1.3% (n = 370,000). AID 652257;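 active means inhibition above about 21% made by adding two undisclosed values, limit read from the data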
Target sequence (Q99873 whole entry, looked up): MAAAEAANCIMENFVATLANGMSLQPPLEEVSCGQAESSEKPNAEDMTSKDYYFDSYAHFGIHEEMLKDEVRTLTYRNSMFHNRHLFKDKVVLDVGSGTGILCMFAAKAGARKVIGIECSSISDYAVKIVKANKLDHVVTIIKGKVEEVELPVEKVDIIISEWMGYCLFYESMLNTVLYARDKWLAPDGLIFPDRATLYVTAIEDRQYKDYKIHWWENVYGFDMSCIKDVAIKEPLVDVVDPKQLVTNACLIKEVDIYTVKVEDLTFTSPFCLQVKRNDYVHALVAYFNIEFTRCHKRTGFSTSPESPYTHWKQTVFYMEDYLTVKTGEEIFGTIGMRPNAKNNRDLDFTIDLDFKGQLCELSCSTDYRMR
TCR-CD3 inh: human TCR-CD3 binding inhibition | TAMRA-labeled TCR probe fluorescence, biochemical | inhibition, % at 9.4 µM | actives 0.37% (n = 360,000); in the data active means inhibition above about 19%;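 further: recombinant mutant TCR 2C K166C tagged with TAMRA read by polarization; 0% = receptor in buffer alone and 100% = receptor with positive control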
mABHD4 FP: inhibitors of mouse ABHD4 | Q8VD66 | purified mABHD4, FP-Rh probe fluorescence polarization | inhibition, % at 8.92 µM | actives 0.54% (n = 370,000) | AID 720543;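 active means inhibition exceeding the mean over every tested compound plus 3 SD, cut at about 30% in these data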;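 further: 0% = plate median of compound wells and 100% = S159A mutant with DMSO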
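Test system: mouse ABHD4 enzyme, wild type. Reagent: FP-Rh fluorescent activity-based probe, added after compound pre-incubation. Timing: pre-incubation 45 min, probe exposure 60 min, at 25 °C. Technique: FP readout, ex 525 nm / em 598 nm. Benchmarks: high control S159A mutant with DMSO, low control median of compound wells.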
SIAE inh: blocks human sialic acid acetylesterase; inhibition, % at 9.66 µM; Q9HAT2; actives 0.69% (n = 370,000); SIAE FP-Rh probe binding, fluorescence polarization;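 active means inhibition above a cutoff: mean of compounds within the control limits plus 3 SD of those, cut at about 17% in these data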;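 further: 0% = plate median of compound wells and 100% = probe without SIAE protein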
HTRA1 inhibitor: inhibitors of human serine peptidase HTRA1 | Q92743 | recombinant HTRA1, FP-rhodamine activity-based probe, fluorescence polarization | inhibition, % at 5.96 µM | actives 0.5% (n = 340,000) | AID 504803; in the data active means inhibition above about 36%;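 further: 0% = enzyme with DMSO and 100% = wells lacking enzyme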
Target sequence (Q92743 whole entry, looked up): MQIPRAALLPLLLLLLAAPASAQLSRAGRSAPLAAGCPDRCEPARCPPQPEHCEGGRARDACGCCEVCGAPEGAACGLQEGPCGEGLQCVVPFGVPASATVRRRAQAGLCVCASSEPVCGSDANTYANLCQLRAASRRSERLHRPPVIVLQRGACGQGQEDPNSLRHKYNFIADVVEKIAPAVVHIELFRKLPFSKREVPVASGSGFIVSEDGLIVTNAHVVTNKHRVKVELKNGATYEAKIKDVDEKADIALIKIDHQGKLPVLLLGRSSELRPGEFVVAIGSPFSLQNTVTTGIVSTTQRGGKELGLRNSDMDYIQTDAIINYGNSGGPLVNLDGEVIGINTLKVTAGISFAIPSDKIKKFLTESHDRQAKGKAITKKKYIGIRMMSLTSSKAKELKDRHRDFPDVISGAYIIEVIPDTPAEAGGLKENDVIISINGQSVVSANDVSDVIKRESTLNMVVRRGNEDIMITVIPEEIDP
PG9 binder: small molecules binding HIV-1 gp120 antibody PG9; actives 0.43% (n = 360,000); TR-FRET gp120-PG9 antibody binding; inhibition, % at 6.7 µM; in the data active means inhibition above about 8.5%
LEDGF integ inh: blocks HIV-1 LEDGF/p75-dependent DNA integration; inhibition, % at 3.7 µM; TR-FRET IN-LEDGF/p75 DNA integration, Eu/Cy5; actives 0.64% (n = 370,000);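 active means inhibition above the screen-wide mean plus 3 SD, cut at about 13% in these data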;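 further: signal is the Cy5 over europium emission ratio at 671 and 618 nm; 0% = plate median of compound wells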
TDP2 inh: TDP2 (human) inhibition, absorbance primary screen. O95551. recombinant TDP2, T5PNP hydrolysis, p-nitrophenol absorbance 415 nm. inhibition, % at 12.8 µM. actives 0.34% (n = 370,000). AID 720702;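 active means inhibition above the mean of all tested compounds plus 3 SD, set per campaign, cut at about 25% in these data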;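 further: 0% = DMSO with enzyme and 100% = buffer with substrate but no TDP2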
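Assay system: recombinant human TDP2 / Reagent: T5PNP substrate at 5 mM, a TopII-DNA adduct mimic / Measured by: epi absorbance from released p-nitrophenol / Evaluation: % inhibition relative to enzyme-containing and enzyme-free wells / Control set: enzyme-free and DMSO wells / Replicates: each compound tested once, singlicate / Schedule: enzyme reaction with compound for 2 h at 37 °C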
An asterisk follows results filed as active; / = no result given. Only part of the results is shown; rates above refer to the full screens.

SMILES,Rev-erbA mod,rCAG binder,PRMT1 inh,TCR-CD3 inh,mABHD4 FP,SIAE inh,HTRA1 inhibitor,PG9 binder,LEDGF integ inh,TDP2 inh
O=C(/C=C/c1ccco1)NC(=S)Nc1ccccc1O,-6,33,21*,16,18,8,/,-0.2,9,1
c1ccc2c(c1)[nH]c1c(NCC3CCCO3)ncnc12 (stereo unspecified),-3,4,-1,-1,3,-6,5,-0.1,-1,3
O=S(=O)(NCc1ccccc1F)NCc1ccccc1F,4,-2,-2,1,-1,4,0,0.5,0,2
O=C(N/N=C/c1ccc2c(c1)OCO2)c1ccc2c(c1)OCCO2,-8,0,-2,0,-4,-1,2,-3.0,-2,8
CC(C)(C)c1nc2ccccc2c(=O)n1N1C(=O)c2ccccc2C1=O,-4,6,0,6,-3,-2,7,-1.4,2,1
Cc1ccc2occ(C(=O)c3ccco3)c(=O)c2c1,4,-2,0,-11,0,-1,4,-0.4,1,8
Cc1cc(C)c(S(=O)(=O)N2CCN(C(=O)C3CC3)CC2)c(C)c1,0,-2,-4,4,0,-2,2,-0.2,-2,-12
COc1ccccc1CCN=C(N)NS(=O)(=O)c1ccccc1F,6,-2,1,6,1,2,-5,-0.6,-1,-19
Cn1c(C(=O)N2CCOCC2)cc2c(=O)n3ccccc3nc21,-2,-2,-3,8,2,-7,3,2.6,0,-5
CC(=O)NCCC(=O)Nc1cc(S(=O)(=O)N2CCOCC2)ccc1Oc1ccccc1,-2,-1,-1,2,5,-2,2,2.0,3,-4
COc1ccc(C(c2nnnn2C2CCCC2)N2CCN(C/C=C/c3ccccc3)CC2)cc1 (stereo unspecified),-3,2,-5,3,8,10,/,-0.2,1,2
CSc1ccc(C(=S)N2CCCCCC2)cc1,0,-1,0,-2,5,3,4,-2.1,-1,13
CCN(CC)S(=O)(=O)c1ccc(C)c(NC(=O)CSc2ncc(C(F)(F)F)cc2Cl)c1,1,-1,-1,4,1,-7,1,-4.3,0,-12
c1ccc(Cn2nnnc2C(c2ccccn2)N2CCN(c3ccccc3)CC2)cc1 (stereo unspecified),2,-6,-1,2,-12,4,-5,1.1,0,10
CCCS(=O)(=O)c1c(S(=O)(=O)CCC)c2c3ccccc3ccn2c1C(=O)OC,4,4,1,-1,6,0,-18,-1.1,5,6
CCOC(=O)c1ccccc1NC(=O)CSc1nnnn1C,-6,-4,3,3,-1,8,-3,-1.6,1,2
COCCn1nnnc1C(c1ccccn1)N1CCN(c2cccc(C)c2C)CC1 (stereo unspecified),6,-2,5,0,0,8,-2,-0.1,-2,3
CSc1ccc(Cl)c(C(=O)Nc2cc(S(=O)(=O)N3CCOCC3)ccc2N2CCOCC2)c1,19,11,8,-2,1,-3,7,0.6,-2,-4
O=C1c2ccccc2-c2nc3ccccc3cc21,-2,5,-2,3,-3,-6,-7,-1.4,-1,17
COC(=O)Cn1cc(C(=O)c2ccco2)c2ccccc21,-6,-2,1,-4,-1,0,9,-0.3,-1,-1
Cc1ccsc1C(=O)OCC(=O)c1ccc(OC(F)F)cc1,-4,1,-2,-2,2,-2,-1,-0.6,3,3
CN(C)S(=O)(=O)N1CCN(C(=O)c2ccccc2Cl)CC1,6,0,3,-2,-2,1,5,-0.6,3,-13
COc1ccc(NC(=O)CCCn2c(=O)c3sccc3n(Cc3ccccc3)c2=O)cc1,2,-5,3,3,0,-3,-5,0.0,-2,4
COc1cc(-c2noc(C)c2/C=C/c2ccc(C(=O)O)cc2)cc(OC)c1OC,-4,15,-1,4,-6,-4,-12,-2.1,2,6
COc1ccc(C2Nc3ccccc3NC3=C2C(=O)CC(C)(C)C3)cc1 (stereo unspecified),1,-2,3,7,-5,5,7,-0.8,-2,4
CN(C)c1cccc(C(=O)OCC(=O)N(C)c2ccccc2)c1,-1,0,0,0,10,4,-1,-2.2,-4,-3
NS(=O)(=O)c1ccc(NC(=O)COC(=O)/C(=C/c2cccs2)c2cccs2)cc1,-7,23,0,11,-51,-26,-42,-1.4,2,-3
Fc1ccc(CNc2ccn3nc(-c4ccccc4)cc3n2)cc1,-7,4,0,4,-21,-10,/,-1.1,-1,-2
Cc1ccc(N(CC(=O)NCc2ccccc2)C(=O)c2csnn2)c(C)c1,-7,0,3,1,-1,2,1,1.2,0,8
COc1ccccc1C(=O)N1CCN(CCc2ccccc2)CC1,2,-5,-5,-2,-3,-3,0,0.2,1,4
ONC(=Nc1ccc(Cl)cc1)c1ccccc1Cl,1,4,0,1,5,5,3,-0.2,-3,-12
Cn1cc(CNCCCn2ncc3ccccc32)c(-c2ccccc2F)n1,0,-6,3,-6,4,5,-4,1.4,-9,-2
CCc1ccc(NC(=O)CCCOc2cc(=O)n(C)c3ccccc23)cc1,-3,2,8,-9,-16,-14,/,-0.9,-2,-5
CCN(C(=O)CN1CCN(S(=O)(=O)c2ccccc2C(F)(F)F)CC1)c1c(N)n(Cc2ccccc2)c(=O)[nH]c1=O,4,-5,-2,3,-3,4,3,-0.7,0,13
Cc1ccc(C)c(NC(=O)CCc2nnc3ccc(NCc4ccco4)nn23)c1,-1,5,3,3,1,2,-8,0.7,4,15
O=C(CNc1cccc(S(=O)(=O)N2CCCC2)c1)Nc1ccc(F)c(F)c1,-1,4,1,-1,3,2,-9,-0.6,0,11
CCc1nnc(NC(=O)C2CCCCC2)s1,-4,1,1,5,-2,4,-3,-2.8,-1,11
NC(=O)CCC(C(=O)O)N1C(=O)C2C3CCC(C3)C2C1=O (stereo unspecified),-1,0,-4,-1,2,0,5,-1.5,1,6
CNC(=O)C[C@H]1C(=O)N(c2ccc(OC)cc2)C[C@@H]1C,-10,2,-5,-8,1,6,2,0.3,0,-5
COc1ccc(CCCNC(=O)C2Cc3c(-c4ccccc4)ccnc3O2)cc1 (stereo unspecified),-5,1,-3,5,2,-7,/,-2.5,-3,-2
CN1CCN(NC(=O)Nc2cccc(F)c2)CC1,0,-3,-3,1,-2,1,9,-0.5,0,4
COc1ccc(OC)c(NC(=O)CCCCCn2nnc3ccccc3c2=O)c1,-1,-3,1,4,-2,-3,-5,-0.9,1,3
Cc1cccc(Nc2nnc(SCC(=O)c3c(N)n(C4CC4)c(=O)[nH]c3=O)s2)c1,-8,4,1,4,5,1,-6,-1.6,-1,-2
O=C(CSc1ccc(S(=O)(=O)N2CCCCC2)cn1)Nc1ccccc1Br,2,7,2,1,1,2,-24,-0.1,1,-1
Cc1c(Cl)cccc1NCC(=O)Nc1ccc(Cl)cc1F,-3,-2,1,-4,-6,-4,-29,0.2,-4,-2
CCn1c(SC(C)C)nnc1-c1c[nH]c2ccccc12,1,-1,8,-15,-8,0,-11,0.5,-3,-4
COc1cc(/C=C/C(=O)N[C@@H](Cc2c[nH]c3ccccc23)C(=O)O)ccc1O,-2,2,-2,2,-1,7,9,-2.1,0,-3
O=C1C=C(c2cccc3c2Oc2ccccc2S3)C[C@@H](c2ccc(Cl)cc2)C1,6,9,1,-5,-9,-2,-31,0.2,0,-7
CC(C)c1ccc(CNc2nc(NCC3CC3)nc3ccsc23)cc1,4,1,0,3,23,9,/,-1.2,-7,-2
N#CCSc1ccsc1C(=O)Nc1ccc(F)cc1,-3,1,3,-2,3,3,-6,1.5,0,0
CCOc1cc(S(=O)(=O)N2CCOCC2)ccc1F,1,2,-1,7,0,-3,1,0.3,-3,-5
Cc1cc(C(=O)COc2cc(F)ccc2[N+](=O)[O-])c(C)n1C1CC1,0,-2,2,-6,9,6,-4,0.5,-2,-7
CC1(C(=O)NS(=O)(=O)c2cccc(C#N)c2)CCN1C(=O)CCC1CCCC1 (stereo unspecified),-3,7,-1,0,-3,2,/,1.6,0,-5
COc1ncnc2c1ncn2CCCNCc1ccccn1,-1,0,5,-9,12,3,5,0.4,-5,-2
CCOc1cc(CNCc2cccnc2)cc(Br)c1OCC(N)=O,-1,-4,-2,8,1,4,9,-1.1,0,-13
CC(C)c1ccccc1NC(=S)NN(Cc1ccccc1)c1ccccc1,-1,-8,0,6,-2,0,-17,-2.2,2,-8
CC(=O)NS(=O)(=O)c1ccc(NC(=O)C(Sc2ccccc2)c2ccccc2)cc1 (stereo unspecified),2,3,2,5,-2,-4,-3,-1.5,-2,-8
COc1ccc(C(C)(O)c2nc(/C=C/c3ccccc3)cs2)cc1 (stereo unspecified),9,4,2,0,-14,-6,/,0.3,-1,-1

Entries above that have a CF3 group:
SMILES,Rev-erbA mod,rCAG binder,PRMT1 inh,TCR-CD3 inh,mABHD4 FP,SIAE inh,HTRA1 inhibitor,PG9 binder,LEDGF integ inh,TDP2 inh
CCN(CC)S(=O)(=O)c1ccc(C)c(NC(=O)CSc2ncc(C(F)(F)F)cc2Cl)c1,1,-1,-1,4,1,-7,1,-4.3,0,-12
CCN(C(=O)CN1CCN(S(=O)(=O)c2ccccc2C(F)(F)F)CC1)c1c(N)n(Cc2ccccc2)c(=O)[nH]c1=O,4,-5,-2,3,-3,4,3,-0.7,0,13

From PubChem
